DENV2 CPE – protects cells from dengue virus 2 cytopathic effect; CPE inhibition, % at 9.99 µM; actives 1.7% (n = 350,000); AID 651640; DENV2-infected cells, cytopathic effect rescue, plate reader; in the data active = CPE inhibition above about 20%, passing the limit was not always enough; inconclusive = no clear call, values can overlap the other calls; tested in BHK-21 cells;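 note: 0% = median of neutral control wells and 100% = median of positive control wells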
SIRT5 block – inhibitors of human sirtuin-5 desuccinylase. Purified SirT5, succinyl-peptide AMC, trypsin-coupled fluorescence. inhibition, % at 15 µM. actives 1.1% (n = 330,000); in the data active = inhibition above about 15%; inconclusive = no clear call, values can overlap the other calls
Target sequence (Q9NXA8 whole entry, looked up): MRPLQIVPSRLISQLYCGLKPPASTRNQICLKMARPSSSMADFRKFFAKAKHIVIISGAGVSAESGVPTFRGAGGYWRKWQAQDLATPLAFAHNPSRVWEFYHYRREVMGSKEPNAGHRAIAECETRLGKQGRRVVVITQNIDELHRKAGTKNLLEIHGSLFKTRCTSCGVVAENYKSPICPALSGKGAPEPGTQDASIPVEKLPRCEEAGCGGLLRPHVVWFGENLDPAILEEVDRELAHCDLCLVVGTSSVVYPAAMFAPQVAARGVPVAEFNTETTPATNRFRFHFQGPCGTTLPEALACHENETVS
PAX8 reporter – inhibitors of PAX8 transcriptional activity in RMG-I cells; RMG-I TPO-luciferase reporter, SteadyGlo, 24 h; inhibition, % at 12.6 µM; actives 1.2% (n = 360,000); AID 652154;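 active = mean replicate inhibition at least 60% with every replicate also reaching 60%; inconclusive = only one of the two criteria is met; inactive = mean below 60% and not all replicates reaching 60%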;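 note: luciferase light reporting Pax8 driven TPO promoter activity; plate controls were median of neutral control wells for no effect and mitoxantrone controls for full effect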
ARNT TACC3 PPI – disrupts binding between human ARNT and TACC3. Q9Y6A5. AID 623870. actives 0.66% (n = 390,000). AlphaScreen His-ARNT PAS-B/GST-TACC3 binding, luminescence; TACC3 fragment carries E629A point mutation. inhibition, % at 9.99 µM;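 active = mean inhibition of replicates at least 50% and at least half of replicates each reaching 50%; inconclusive = half or more replicates reach 50% but mean below 50%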;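 note: 0% = complete ARNT plus TACC3 wells and 100% = ARNT alone without TACC3; many hits fall short of the cut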
EWS-Fli inh – EWS/Fli transcriptional activity inhibition; actives 0.67% (n = 350,000); A673 NR0B1-luciferase reporter, viability-normalised; inhibition, % at 12.6 µM; AID 651661;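 active = mean inhibition of at least 50% after viability correction, with every replicate also passing that limit; inconclusive = mean reaches 50% but only one of two replicates passes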;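 note: firefly luciferase signal divided by Alamar Blue viability fluorescence both relative to DMSO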
LGR2 antag – blocks bursicon-induced cAMP signaling via Drosophila LGR2; actives 0.35% (n = 380,000); inhibition, % at 9.99 µM; HEK293 LGR2, CRE-luciferase, bursicon-stimulated, 4 h;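 active = drop in luminescence signal, shown as inhibition above about 50% in the replicate tests, limit read from the data, passing the limit was not always enough; inconclusive = probably only some replicates passing the limit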;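 note: agonist challenge used bursicon conditioned medium at about half maximal strength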
CASP6 VEID inh – inhibitors of human caspase-6 | P55212 | purified caspase-6, Z-VEID-R110 cleavage fluorescence | inhibition, % at 12.5 µM | actives 0.53% (n = 350,000);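 active = mean inhibition across replicates at least about 35%, with every replicate also reaching that limit, limit read from the data; inconclusive = only one of the two criteria met; inactive = neither criterion met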;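 note: 0% = median of neutral control wells and 100% = no fluorescence left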
Target sequence (P55212 24-179 limits assumed): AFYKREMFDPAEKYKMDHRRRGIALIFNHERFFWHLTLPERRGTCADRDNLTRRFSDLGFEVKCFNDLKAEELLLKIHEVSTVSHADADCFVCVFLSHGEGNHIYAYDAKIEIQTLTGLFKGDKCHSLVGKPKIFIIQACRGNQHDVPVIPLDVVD
Target sequence (P55212 194-293 limits assumed): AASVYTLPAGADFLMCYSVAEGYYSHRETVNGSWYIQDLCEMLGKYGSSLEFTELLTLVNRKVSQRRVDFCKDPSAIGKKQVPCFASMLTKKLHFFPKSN
Numbers without * were called inactive; ? = inconclusive; . = no result given; & = joins results of further samples.

Order of values – DENV2 CPE	SIRT5 block	PAX8 reporter	ARNT TACC3 PPI	EWS-Fli inh	LGR2 antag	CASP6 VEID inh
CC(C)N(Cc1ccccc1)C(=O)COC(=O)c1c(F)cccc1F
    ?	-3	6	-10	2	-14	-4
O=[N+]([O-])c1ccc(/C([O-])=C(/C(=S)Nc2ccccc2F)[n+]2ccccc2)cc1
    -2	-4	18	1	6	-27	-1
O=C(Nc1ccc(Nc2ccncc2)cc1)c1ccc([N+](=O)[O-])cc1
    2	-7	33	-4	40	5	-3
Cc1ccc(C)c(NS(=O)(=O)c2ccc(-c3coc(C)n3)cc2)c1
    -3	3	8	24	.	23	2
COc1cccc(NC(=O)N2C[C@H](O)COC[C@H]3O[C@H](CC(=O)NCCCN4CCOCC4)CC[C@@H]32)c1
    1	-1	.	-3	.	-1	0
Cc1ccc(OCCN(C)C(=O)CC2C(=O)NCCN2CC(C)(C)C)cc1 (stereo not given)
    3	.	-16	3	14	20	-6
Cc1ccc(S(=O)(=O)Nc2nc3ccc(N)cc3s2)cc1
    5	5	-3	-6	12	-16	-1
C/C(=N\NC(=S)Nc1cccc(C)c1)c1cccc(N)c1
    .	.	7	2	.	-13	.
C[C@@H]1CN([C@H](C)CO)C(=O)c2cc(NC(=O)NC3CCCCC3)ccc2O[C@@H](C)CCCCO[C@H]1CN(C)C(=O)Nc1ccccc1
    20	4	14	.	-7	13	0
C[C@H]1CN([C@@H](C)CO)S(=O)(=O)c2ccc(/C=C/c3ccccc3)cc2O[C@@H]1CN(C)C
    13	5	.	3	11	22	0
CCOC(=O)c1ccc(NC(=O)c2nc[nH]c2C(=O)NC[C@@H](C)O)cc1
    -1	4	-15	.	-6	-9	6
COc1ccc(NC(=O)c2nc(S(=O)(=O)Cc3cccc(C)c3)ncc2Cl)c(OC)c1
    0	-4	45	-3	.	-23	-1
CO[C@H]1CN(C)C(=O)c2cc(NS(=O)(=O)c3ccc(F)cc3)ccc2OC[C@@H](C)NC[C@H]1C
    -5	-4	-1	-6	-11	11	1
COc1cccc2cc(S(=O)(=O)c3ccc(C)cc3)/c(=N/NS(=O)(=O)c3ccc(C)cc3)oc12
    .	-1	21	-10	8	13	0
CC1C(=O)N(Cc2cn(CCC3OCCCO3)nn2)CCS(=O)(=O)N1Cc1ccc(-c2ccc(F)cc2)cc1 (stereo not given)
    -5	3	23	.	1	-9	3
COC(=O)COc1ccc2cc(-c3ccc(OC)cc3)c(=O)oc2c1
    15	-5	-7	-5	10	2	-1
COc1cc(C(C(=O)NC2CCCCC2)N(C(=O)c2snc(C(N)=O)c2N)c2ccc(C)cc2)ccc1O (stereo not given)
    6	1	1	-4	3	7	0
CC(C)c1nn(-c2cc(C(F)(F)F)ccn2)c(=O)o1
    -2	-2	-23	-15	8	.	-1
CCN1CCN(C(c2cccs2)C(C)NC(=O)c2ccccc2OC)CC1 (stereo not given)
    2	-3	11	-2	-6	-20	0
C[C@H]1CN([C@@H](C)CO)C(=O)c2cc(NC(=O)Nc3ccc(F)cc3)ccc2O[C@H]1CN(C)S(=O)(=O)c1ccccc1
    ?	-2	6	-8	-6	6	2

Part of the list above in a different format:
| SMILES | DENV2 CPE | SIRT5 block | PAX8 reporter | ARNT TACC3 PPI | EWS-Fli inh | LGR2 antag | CASP6 VEID inh |
| --- | --- | --- | --- | --- | --- | --- | --- |
| CC(C)N(Cc1ccccc1)C(=O)COC(=O)c1c(F)cccc1F | ? | -3 | 6 | -10 | 2 | -14 | -4 |
| O=[N+]([O-])c1ccc(/C([O-])=C(/C(=S)Nc2ccccc2F)[n+]2ccccc2)cc1 | -2 | -4 | 18 | 1 | 6 | -27 | -1 |
| O=C(Nc1ccc(Nc2ccncc2)cc1)c1ccc([N+](=O)[O-])cc1 | 2 | -7 | 33 | -4 | 40 | 5 | -3 |
| Cc1ccc(C)c(NS(=O)(=O)c2ccc(-c3coc(C)n3)cc2)c1 | -3 | 3 | 8 | 24 | . | 23 | 2 |
| COc1cccc(NC(=O)N2C[C@H](O)COC[C@H]3O[C@H](CC(=O)NCCCN4CCOCC4)CC[C@@H]32)c1 | 1 | -1 | . | -3 | . | -1 | 0 |
| Cc1ccc(OCCN(C)C(=O)CC2C(=O)NCCN2CC(C)(C)C)cc1 (stereo not given) | 3 | . | -16 | 3 | 14 | 20 | -6 |
| Cc1ccc(S(=O)(=O)Nc2nc3ccc(N)cc3s2)cc1 | 5 | 5 | -3 | -6 | 12 | -16 | -1 |
| C/C(=N\NC(=S)Nc1cccc(C)c1)c1cccc(N)c1 | . | . | 7 | 2 | . | -13 | . |
| C[C@@H]1CN([C@H](C)CO)C(=O)c2cc(NC(=O)NC3CCCCC3)ccc2O[C@@H](C)CCCCO[C@H]1CN(C)C(=O)Nc1ccccc1 | 20 | 4 | 14 | . | -7 | 13 | 0 |
| C[C@H]1CN([C@@H](C)CO)S(=O)(=O)c2ccc(/C=C/c3ccccc3)cc2O[C@@H]1CN(C)C | 13 | 5 | . | 3 | 11 | 22 | 0 |
| CCOC(=O)c1ccc(NC(=O)c2nc[nH]c2C(=O)NC[C@@H](C)O)cc1 | -1 | 4 | -15 | . | -6 | -9 | 6 |

Carrying on:
Order of values – DENV2 CPE	SIRT5 block	PAX8 reporter	ARNT TACC3 PPI	EWS-Fli inh	LGR2 antag	CASP6 VEID inh
COc1ccc2[nH]c3c(=O)n(CCCCC(=O)NCCC(C)C)c(=S)[nH]c3c2c1
    3	-3	-19	-4	11	-5	0
CCNC(=O)COC(=O)CNC(=O)c1cc(Cl)cc([N+](=O)[O-])c1
    4	-1	-11	-7	-2	27	-6
CC(=O)c1ccc(S(=O)(=O)N2CCN(CCOc3ccc(Br)cc3)CC2)cc1
    13	1	29	2	25	0	-3
COc1ccc(-c2nc(NC(=O)c3n[nH]c(=O)c4ccccc34)sc2C)cc1
    -10	.	24	-10	-16	6	1
Cc1ccc(C)c(C(C)NC(=O)CC#N)c1 (stereo not given)
    3	-1	15	6	-4	16	0
Cc1ccc(NC(=O)COC(=O)C2(CC(=O)NC(C)C)CCCC2)cc1C
    17	-4	-5	-3	-5	2	-2
CCOC(=O)C1CCN(Cc2cn(C)nc2-c2ccc(Oc3ccccc3)cc2)CC1
    .	-1	7	-6	5	-1	2
CN1OC[C@@H]2CN(C(=O)CCc3ccccc3)[C@H](c3ccc(N4CCCCC4)cc3)C[C@@H]21
    1	-5	-2	.	-2	-24	-2
Cc1cc(OCC(=O)Nc2ccccc2N2CCOCC2)c(C(C)C)cc1Cl
    -5	0	17	4	4	4	2
C/C(=N\NC(=O)COc1ccccc1[N+](=O)[O-])c1cccs1
    20	0	-41	-2	-88	-72	-1
Cc1ccc(NC(=O)CSc2nn3c(=O)c(C)nnc3s2)cc1Cl
    6	1	-2	56*	.	7	4
COc1ccc(S(=O)(=O)N(C)C[C@H]2Oc3ccc(NC(=O)Cn4cnnn4)cc3CC(=O)N([C@@H](C)CO)C[C@@H]2C)cc1
    10	-1	.	-10	-11	6	1
CN1C(=O)c2cc(NC(=O)C3CC3)ccc2OC[C@H]2O[C@@H](CC(=O)Nc3cccc(Cl)c3)CC[C@@H]21
    -8	6	-9	.	3	-2	0
COc1ccccc1NC(=O)CSc1nnc(Cn2c(=O)sc3ccccc32)n1C
    4	.	18	-1	-2	5	1
COCCNc1nnc(SCC(=O)c2c[nH]c3ccccc23)s1
    .	.	30	0	.	6	.
COc1ccccc1-c1cnc2c(c1)C(=O)N([C@@H](C)CO)C[C@H](C)[C@@H](CN(C)Cc1cccc(F)c1)O2
    -7	9	.	3	-3	11	0
Cc1noc(C)c1NC(=O)N(C)C[C@H]1Oc2c(NC(=O)NC(C)C)cccc2C(=O)N([C@@H](C)CO)C[C@H]1C
    9	2	.	-5	3	-4	1
Cc1cc(OCC(=O)Nc2ccc(CN3CCOCC3)cc2)c2c(C)cc(=O)oc2c1
    1	-3	-19	-2	0	-10	.
C[C@@H]1CN([C@H](C)CO)C(=O)c2cc(C3=CCCCC3)cnc2O[C@@H]1CN(C)C(=O)CN1CCOCC1
    -5	-1	.	-3	-9	2	2
C[C@@H]1CN([C@H](C)CO)C(=O)c2cc(N(C)C)ccc2O[C@H]1CN(C)Cc1ccc(C(F)(F)F)cc1
    1	8	10	5	-1	4	5
C[C@@H]1CN([C@H](C)CO)C(=O)c2cc(C#CC3CC3)cnc2O[C@@H]1CN(C)Cc1ccncc1
    2	1	.	-14	-2	-1	-2
O=C(C[C@@H]1CC[C@@H]2[C@H](COC[C@H](O)CN2C(=O)c2ccccc2F)O1)NCc1ccc(Cl)c(Cl)c1
    7	1	14	-2	4	16	0
COC(=O)C1=C(C)N(Cc2ccc(C(F)(F)F)cc2)C(=NCC2CC2)NC1c1cccc(Cl)c1 (stereo not given)
    10	.	68*	.	29	57*	23
O=C(COC(=O)c1cc(-c2cccc(Br)c2)nc2ccccc12)NCC1CCCO1 (stereo not given)
    -1	-2	5	.	0	-12	3
CCOc1ccc(NC(=O)CNC(=O)c2nn(-c3ccc(OC)cc3)c(=O)c3ccccc23)cc1
    0	-2	9	7	-1	-5	-2
O=C(Nc1ccc(F)cc1)N[C@@H]1CC[C@@H](CCn2cc(-c3ccc(F)cc3)nn2)O[C@@H]1CO
    -6&-5	-1&-2	-12&-4	-19	8&-1	19&-4	0&4
COCc1c(C(=O)N2CCN(c3ccccc3C)CC2)oc2ccccc12
    4	8	7	-20	0	2	0
COc1ccc2c3c([nH]c2c1)[C@H](CO)N(C(=O)C1CCCC1)CC31CCN(Cc2nccs2)CC1
    -1	3	-6	.	-5	8	3
O=C(CCc1ccc(O)cc1)NN=Cc1cc(Br)ccc1O
    15	1	5	.	3	35	-1
COc1ccc(CN2C(=O)C(CC(=O)NCc3cccc4ccccc34)CC(C(=O)N(C(C)C)C(C)C)=C2C)cc1 (stereo not given)
    2	-1	2	.	9	-31	2
CN(C)CC(=O)Nc1ccc2c(c1)[C@@H]1C[C@@H](CC(=O)NCc3cccnc3)O[C@@H](CO)[C@@H]1O2
    -3	3	.	-1	-3	11	1
O=C(CN1CCC(n2nnc3cc(F)ccc32)CC1)N1CCc2ccccc2C1
    8	-9	.	1	10	-11	0
CCn1c2ccccc2c2cc(NC(=O)COC(=O)c3cc(S(N)(=O)=O)c(Cl)cc3Cl)ccc21
    2	-2	-1	2	15	10	-1
COc1cccc(N2CCN(C(=O)CC(NC(=O)c3ccccc3)c3ccccc3)CC2)c1 (stereo not given)
    -3	-1	-1	5	-9	-10	3
Cc1c(/C=N/NC(=O)c2cccnc2)c2ccccc2n1Cc1ccccc1
    -5	-5	21	.	33	-2	-2
O=C1CCC[C@@H]2Cc3nc4ccc(Cl)cc4cc3[C@@H]3CCN1[C@H]23
    0	1	-19	-12	-24	.	0
C[C@H](CO)N1C[C@H](C)[C@@H](CN(C)Cc2cncnc2)Oc2ncc(C#CC3(O)CCCC3)cc2C1=O
    -2	2	.	-6	-4	-36	-1
Cc1cccc(C)c1Nc1nnc(SCc2cc([N+](=O)[O-])cc3c2OCOC3)s1
    .	-2	.	.	0	10	-2
C[C@@H]1CCCCO[C@@H](CN(C)S(=O)(=O)c2cccs2)[C@@H](C)CN([C@H](C)CO)C(=O)c2cc(NC(=O)Nc3cccc4ccccc34)ccc2O1
    -3	.	7	-14	6	11	.
O=C(NC1CCCCC1)C(c1ccccc1)n1c(=O)c(-c2cc3ccccc3[nH]2)nc2ccccc21 (stereo not given)
    -6	.	17	.	3	-14	-4
Cc1ccccc1OCC(=O)NCCCNC(=O)c1cccnc1
    4	-1	3	2	-2	-13	-2
Cc1ccc(C)c(SCC(=O)N(C)C2CCS(=O)(=O)C2)c1 (stereo not given)
    -10	0	-16	5	3	-1	1
CO[C@@H]1CN(C)C(=O)c2cc(NS(C)(=O)=O)ccc2OC[C@@H](C)NC[C@@H]1C
    13	-4	.	.	.	3	2
CC1CCCC(C)N1C(=O)COC(=O)c1nn(C)c(=O)c2ccccc12 (stereo not given)
    7	3	-7	-2	-1	14	3

Bioassay records from PubChem.
